PKM2 act: PKM2 (human) enzyme activation | purified PKM2, Kinase-Glo ATP luminescence, activation; response scale: 0% is enzyme alone, no compound | P14618 | 0.34% of 260,000 active | AID 1631 | Potency, µM (highest dose often 57.5 µM), inactives show at the top dose activation, actives largely listed as activators; further: potency means the concentration at half of the fitted maximal effect; nearly all actives have a fitted effect of over 55% in size
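Purified hPK-M2 (>95% pure) converted ADP (0.1 mM final) to ATP with 0.5 mM PEP in 50 mM imidazole pH7.2, KCl, MgCl2, Tween 20, BSA; 1 h at room temperature. ATP detected by Kinase-Glo luminescence.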
BCR signal inh: inhibitors of chronic active B-cell receptor signaling; AID 493014; Potency, µM (top dose mostly 46.1 µM), for the others: at the highest dose ratio change, negative = lower green/red ratio, most hits filed as inhibitors; 0.05% of 340,000 active; ABC-DLBCL IkBa-CBG/CBR reporter, luminescence ratio, 4 h; active means well fitted inhibition curve with a large enough effect in the signal ratio, with a control signal flat, not every such curve was filed as active; inconclusive means small, poorly fitted or top-dose-only effect, or effect the other way, or a change in a side signal; the % refers to the signal ratio;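 further: potency means the concentration at half of the fitted maximal effect; plate controls were basal doxycycline-induced cells for no effect and cells given 10 µM MG132 for full effect; MG132 reads +100%, hits lower the ratio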
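Compounds up to 46 uM were incubated four hours with TMD8 cells whose green CBG68 luciferase is fused to IkappaBalpha; red CBR luminescence normalised the signal, and concentration-effect curves were fitted to fusion, red and ratio data.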
GALK inhibitor: galactokinase (human) inhibition; P51570; Purified GALK, Kinase-Glo residual ATP luminescence; Potency, µM (highest dose often 57.5 µM), inactives show top-dose activity change, negative = inhibition, actives largely listed as inhibitors; 0.007% of 270,000 active; AID 1868; further: potency means the concentration at half of the fitted maximal effect
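ATP-depletion format; final 35 uM ATP, 100 uM D-galactose, 5 nM enzyme; pH 8.0 HEPES/Mg2+ buffer; 60 min RT; luminescence read 10 min after detection reagent.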
KCNH2 WT inh: KCNH2 (human, wildtype) channel inhibition; activity change, % at 1.84 µM; 0.37% of 340,000 active; U2OS, BacMam KCNH2, thallium flux FluxOr; hits give low values;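 active means maximum activity change below -70%; inconclusive means maximum activity change between -70% and -50%; inactive means maximum activity change above -50%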
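U2OS cells transduced with wild-type KCNH2 virus are loaded with FluxOr dye for 45 min, and thallium flux is measured in kinetic reads before and after stimulation buffer. Rate constants are normalized to DMSO controls.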
USP2a inh: inhibitors of human ubiquitin-specific protease USP2a. Potency, µM (series often up to 38.3 µM), inactives show top-dose activity change, negative = inhibition, most hits filed as inhibitors. O75604. 0.01% of 330,000 active. AID 463254. USP2 core, Ub-CHOP2 coupled fluorogenic reporter, 485/531;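 further: potency means the concentration at half of the fitted maximal effect; plate controls were DMSO wells for no effect and full inhibition by NEM control for full effect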
Target sequence (O75604 whole entry, looked up): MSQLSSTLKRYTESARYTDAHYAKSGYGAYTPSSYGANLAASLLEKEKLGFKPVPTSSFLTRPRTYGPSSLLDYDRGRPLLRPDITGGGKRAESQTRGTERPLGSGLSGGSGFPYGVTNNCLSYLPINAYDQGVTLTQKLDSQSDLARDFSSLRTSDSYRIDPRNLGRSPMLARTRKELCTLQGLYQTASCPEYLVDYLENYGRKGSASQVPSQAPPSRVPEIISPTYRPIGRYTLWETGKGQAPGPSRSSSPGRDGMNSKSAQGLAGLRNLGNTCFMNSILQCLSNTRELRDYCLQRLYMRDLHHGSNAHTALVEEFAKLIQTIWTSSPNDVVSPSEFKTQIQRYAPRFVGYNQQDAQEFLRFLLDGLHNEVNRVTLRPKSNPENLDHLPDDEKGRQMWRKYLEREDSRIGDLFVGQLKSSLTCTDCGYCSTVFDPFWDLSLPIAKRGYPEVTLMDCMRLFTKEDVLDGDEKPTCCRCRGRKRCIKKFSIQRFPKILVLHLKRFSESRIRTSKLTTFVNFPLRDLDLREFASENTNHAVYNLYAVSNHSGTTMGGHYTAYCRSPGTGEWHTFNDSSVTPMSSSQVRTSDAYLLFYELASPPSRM
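Deubiquitinase activity read as fluorescence (485/531 nm) after Ub-CHOP2 cleavage activates the enterokinase reporter on its substrate; USP2 core 10nM, Ub-CHOP2 and substrate 25nM each, 30min compound preincubation then 60min RT; data normalized to NEM, curves fitted.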
Coupling enz: inhibits coupling enzyme system, counter-screen for aldolase hits; coupling enzyme system counterscreen, AmpLite Red fluorescence; activity change, negative = inhibition, % at 58.2 µM, hits read low; 0.67% of 290,000 active; AID 2472; in the data active means activity change below about -30%
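Fluorescence at 525 nm excitation and 598 nm emission measured inhibition of the coupled detection system without aldolase. Compounds (at 57.5 uM final) were preincubated 10 min at room temperature with coupling enzyme reagent before a 20 min substrate/AmpLite Red step.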
Giardia kill: Giardia lamblia killing. AID 540267. Giardia lamblia trophozoite viability. 0.15% of 340,000 active. activity change, % at 7.66 µM, hits read low; in the data active means activity change below about -80%; inconclusive means between about -30% and that limit;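 further: parasites exposed to compound for two days anaerobically before the ATP read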
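Compounds were tested on trophozoites seeded at 100 cells/well and held 48 hrs at 37 deg C anaerobically. An ATP-based luminescent kit measured the remaining live cells.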
uPA generation: cell surface uPA generation inhibition; cell surface uPA generation assay, qHTS; Potency, µM (doses to about 38.3 µM), without a hit: top-dose activity change, negative = inhibition, actives largely listed as inhibitors; 0.31% of 330,000 active; active means well fitted inhibition curve with a large enough effect; inconclusive means small, poorly fitted or top-dose-only effect; inactive means no such curve, though single readings can be large or run the other way; tested in mouse RAW 264.7 cells; further: potency means the concentration at half of the fitted maximal effect; nearly all actives have a fitted effect of over 55% in size
B2AR arrestin: agonists driving beta-arrestin recruitment to human beta2-adrenergic receptor; Potency, µM (highest dose often 46.1 µM), without a hit: at the highest dose activation, most hits filed as activators; P07550; 0.02% of 330,000 active; beta-arrestin recruitment to beta2AR, cell-based reporter;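 further: potency means the concentration at half of the fitted maximal effect; 0% = DMSO controls and full agonism = EC100 isoproterenol or metaproterenol; nearly all actives have a fitted effect of over 65% in size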
Target sequence (P07550 whole entry, looked up): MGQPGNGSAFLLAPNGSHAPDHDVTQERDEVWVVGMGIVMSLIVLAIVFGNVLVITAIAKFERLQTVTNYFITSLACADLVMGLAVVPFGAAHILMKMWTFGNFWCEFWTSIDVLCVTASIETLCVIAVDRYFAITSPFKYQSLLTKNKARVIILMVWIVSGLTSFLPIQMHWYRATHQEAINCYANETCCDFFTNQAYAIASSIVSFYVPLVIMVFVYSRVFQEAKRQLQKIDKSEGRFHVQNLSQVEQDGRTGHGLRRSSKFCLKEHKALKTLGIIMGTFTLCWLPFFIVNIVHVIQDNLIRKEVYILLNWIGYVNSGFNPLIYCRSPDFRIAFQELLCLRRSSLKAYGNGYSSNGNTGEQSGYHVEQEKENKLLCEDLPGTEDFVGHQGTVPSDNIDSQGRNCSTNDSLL
KCNH2 3.1 block: inhibitors of human KCNH2 3.1 potassium channel isoform | U2OS KCNH2 3.1, thallium flux FluxOr; hits give low values | activity change, % (tested at about 1.8 µM) | 0.95% of 340,000 active;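 active means maximum activity change below -70%; inconclusive means maximum activity change from -70% to -50%; inactive means maximum activity change above -50%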;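 further: thallium influx rate constant from kinetic fluorescence after stimulation buffer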
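Thallium flux via FluxOr fluorescence (Red40 quencher, 45 min loading) in U2OS cells virally expressing the KCNH2 3.1 isoform (1.77 x 10^8 /mL virus, overnight at 37 C). Rate constants from 2-min kinetic reads post-stimulation, normalised to positive and negative controls.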
Eya2 phos inh: blocks the phosphatase activity of human Eya2; O00167; recombinant Eya2, OMFP fluorescence dephosphorylation (OMFP is methylfluorescein phosphate); Potency, µM (top dose mostly 76.9 µM), inactives show at the highest dose activity, negative = inhibition, actives largely listed as inhibitors; 0.006% of 330,000 active; further: potency means the concentration at half of the fitted maximal effect
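Eya2 protein (added as 0.2 uM solution) was preincubated with compound for 10 min at ambient temperature in 50 mM HEPES pH 7.5, 50 mM NaCl, 5 uM MgCl2, 0.05% BSA, 1 mM DTT. OMFP (added at 50 uM) then reacted 10 min; fluorescence read at 485/525 nm.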
Starred values were filed as active, the others as inactive; ? = inconclusive; / = not tested or not shown; [ ] = another dose, or the depositor's remark. Unless noted, the call rests on the fitted dose curve; in most records, active means well fitted curve in the direction sought with a large enough effect; inconclusive means small, poorly fitted or top-dose-only effect, or another doubt; inactive means no such curve, though single readings can be large; an effect the other way counts as inactive or inconclusive. Unless noted, on the % scale 0 is the no-effect control and ±100 the full control effect.

Results follow in this order: PKM2 act	BCR signal inh	GALK inhibitor	KCNH2 WT inh	USP2a inh	Coupling enz	Giardia kill	uPA generation	B2AR arrestin	KCNH2 3.1 block	Eya2 phos inh
> CC(=O)CCn1c(=O)n(CCC(C)=O)c(=O)n(CCC(C)=O)c1=O
 : 8%	-1%	0%	-5	1%	2	3	6%	-1.1%	-10	-26%
> O=C(CC1C(=O)NCCN1C/C=C/c1ccccc1)NCCc1ccncc1 (configuration not stated)
 : 0%	0%	8%	-2	0%	3	-5	-1%	-0.4%	-13	0%
> CC(=O)N1CCN(c2nc3ccc([N+](=O)[O-])cc3s2)CC1
 : /	4%	-10%	0	1%	-4	6	-4%	-0.1%	-19	10%
> Cc1nnc(SCCn2c(Br)nc3c2c(=O)[nH]c(=O)n3C)s1
 : -1%	-1%	-1%	-1	1%	0	1	4%	-0.8%	8	10%
> NC1=NC(=O)/C(=C/c2cccc(-c3ccc(S(N)(=O)=O)cc3)c2)S1
 : -1%	0%	/	-4	?	0	9	2%	-1.1%	7	7%
> Cc1cccc(NC(=O)NNC(=O)c2cc(-c3ccccc3Cl)nc3ccccc23)c1
 : 3%	?	-1%	-6	5%	2	1	7%	-0.6%	-18	9%
> CCN(CC)S(=O)(=O)c1ccc(Cl)c(NC(=O)COC(=O)c2c(C)noc2C)c1
 : -14%	?	-1%	-1	?	0	-3	0%	-1.0%	-4	-1%
> COC(=O)c1ccc(NS(=O)(=O)c2cc3c4c(c2)CCN4C(=O)CC3)cc1
 : /	2%	/	0	0%	/	33[activator]	-2%	-0.2%	3	12%
> CN(C)CCCN(C(=O)c1ccc(C(=O)c2ccccc2)cc1)c1nc2cc3c(cc2s1)OCCO3
 : 0%	-14%	4%	58	0%	/	-5	-2%	-0.4%	-12	-7%
> COC(=O)c1ccccc1NC(=O)CSc1nnc(-c2cccnc2)o1
 : 1%	?	1%	-10	2%	1	-4	8%	-0.6%	6	2%
> CCC(=O)c1ccc(OCC(O)CN2CCOCC2)cc1 (configuration not stated)
 : 3%	?	-1%	15	2%	-6	12	0%	-1.1%	3	4%
> NC(=NCCc1ccccc1)NS(=O)(=O)c1ccccc1
 : -6%	0%	1%	3	4%	2	-13	4%	-0.5%	-40	-31%
> O=C(Nc1cccnc1Cl)c1cc(-c2ccc(O)cc2)on1
 : 25%	?	15%	-6	1%	1	5	-2%	0.1%	-2	?
> COC(=O)[C@]1(Cc2ccccc2)N[C@H](CN(C)C(=O)Nc2ccc(OC)cc2)[C@@H]2C(=O)N(C)C(=O)[C@@H]21
 : /	2%	/	1	0%	/	-7	23%	-2.3%	23	0%
> CCOC(=O)C1(Cc2cccc(Cl)c2)CCCN(C(=O)c2cccc(C)n2)C1 (configuration not stated)
 : -3%	-11%	7%	-4	2%	3	-29	0%	0.2%	-5	-1%
> O=C(COC(=O)C1CC1)Nc1ccc2c(c1)OCO2
 : -10%	-15%	-1%	0	3%	-1	6	-2%	-0.3%	10	0%
> CC(C)CC(=O)NC(=S)Nc1ccc(S(=O)(=O)Nc2nccs2)cc1
 : -5%	11%	-2%	-25	0%	1	-9	-11%	-2.0%	-8	-1%
> COc1ccccc1NC(=O)C(C)OC(=O)Cc1n[nH]c(=O)c2ccccc12 (configuration not stated)
 : /	-2%	/	4	-2%	/	-6	0%	-1.5%	6	-1%
> CCn1c(CNC(=O)c2cccc(C)c2)nnc1SCC(=O)NC1CCCC1
 : /	-2%	-1%	18	-8%	1	-13	8%	-0.5%	6	7%
> CCc1ccc2c(c1)c1nnc(NN)nc1n2C
 : 11%	?	5%	7	0%	-4	-7	-1%	0.8%	6	0%

Brought forward from above: two entries, followed by the next part.
Results follow in this order: PKM2 act	BCR signal inh	GALK inhibitor	KCNH2 WT inh	USP2a inh	Coupling enz	Giardia kill	uPA generation	B2AR arrestin	KCNH2 3.1 block	Eya2 phos inh
> CCn1c(CNC(=O)c2cccc(C)c2)nnc1SCC(=O)NC1CCCC1
 : /	-2%	-1%	18	-8%	1	-13	8%	-0.5%	6	7%
> CCc1ccc2c(c1)c1nnc(NN)nc1n2C
 : 11%	?	5%	7	0%	-4	-7	-1%	0.8%	6	0%
> CN(CCO)C(=O)CCC(=O)Nc1ccc(S(N)(=O)=O)cc1
 : 1%	-2%	3%	-1	-3%	0	-4	3%	0.1%	2	15%
> O=C(OCC(=O)c1ccc(Cl)s1)c1ccc(CO)cc1
 : /	0%	/	-2	1%	/	-13	-5%	0.0%	3	-31%
> CCN(CC(=O)Nc1ccccc1C(F)(F)F)C(=O)CN1C(=O)NC2(CCCCC2)C1=O
 : /	-1%	/	-1	1%	/	-5	0%	-0.6%	4	-18%
> Cc1ccc(NC(=O)c2ccc(Cl)c(S(=O)(=O)NCc3ccco3)c2)c(O)c1
 : /	-1%	/	-3	1%	/	-1	11%	-0.2%	-1	1%
> O=C(c1ccccc1F)N1CCN(c2ccccc2)CC1
 : -4%	1%	-2%	-1	0%	1	4	/	0.2%	-8	-12%
> CC(C)C(=O)O/N=C1\CCS(=O)(=O)c2sccc21
 : 4%	7%	4%	-1	2%	2	2	1%	-0.2%	4	-6%
> Cc1c(C(=O)N2CCOCC2)c(S(=O)(=O)Nc2cccc(Br)c2)c(C)n1C
 : /	0%	0%	7	0%	/	-1	-1%	0.1%	0	-4%
> CCOc1ccc(S(=O)(=O)NCCC(=O)N(CC)CC(=O)Nc2c(F)cccc2F)cc1
 : /	-1%	/	-11	0%	/	22	-4%	-0.1%	-46	-23%
> COc1ccc(OCc2nnc(SCC(=O)N3CCOCC3)o2)cc1
 : -2%	-5%	3%	-3	-1%	0	17	5%	0.1%	1	-3%
> COc1cccc(-c2cc(C(=O)N3CCN(C(=O)c4ccco4)CC3)[nH]n2)c1
 : /	?	5%	-10	1%	/	-3	-2%	0.1%	7	2%
> CC(=O)c1ccc(NC(=O)c2noc(C)c2[N+](=O)[O-])cc1
 : /	-7%	1%	-14	0%	/	3	?	0.3%	-1	1%
> Cc1ccc(NC(=O)c2nccnc2C(=O)O)cc1C
 : -2%	-5%	2%	2	6%	-1	5	5%	-0.2%	0	9%
> Cc1cc(C)n2c(SCC#N)nnc2n1
 : -13%	-5%	-3%	7	2%	5	10	9%	-1.4%	-9	17%
> O=C(Cc1nc2ccccc2[nH]1)c1cccc([N+](=O)[O-])c1
 : -3%	?	4%	10	2%	-20	-4	-6%	5.1%	-6	-4%
> Cc1ccc(NC(=O)CN2C(=O)NC(C)(C3CC3)C2=O)c(C)c1 (configuration not stated)
 : /	?	/	-5	1%	/	8	-6%	-0.9%	-2	19%
> C=COCCNC(=S)N1CCOCCOCCN(C(=S)NCCOC=C)CCOCCOCC1
 : -2%	-1%	3%	-8	0%	-1	?	-9%	-0.1%	6	3%
> COc1cccc(N2CC(C(=O)Nc3nnc(SCC(=O)N4CCOCC4)s3)CC2=O)c1 (configuration not stated)
 : 4%	-1%	-3%	-6	-5%	-1	15	2%	-0.9%	-31	10%
> COc1ccc(S(=O)(=O)N2CCNC(=O)C2)cc1Br
 : -9%	2%	-1%	-9	0%	2	-1	-6%	-0.1%	-2	3%
> O=C(CSc1ccc(S(=O)(=O)N2CCOCC2)cn1)Nc1ccc(OC(F)F)cc1
 : /	-1%	/	9	-1%	/	3	-15%	0.1%	-6	20%
> Cc1cc2oc(=O)cc(CN3CCN(Cc4ccccc4)CC3)c2cc1O
 : /	?	4%	-4	-2%	-2	9	-5%	-0.8%	-9	-9%

Additional records.
Results follow in this order: PKM2 act	BCR signal inh	GALK inhibitor	KCNH2 WT inh	USP2a inh	Coupling enz	Giardia kill	uPA generation	B2AR arrestin	KCNH2 3.1 block	Eya2 phos inh
> CC(C)N(C(=O)Cn1cc(SCC(N)=O)c2ccccc21)C(C)C
 : -2%	2%	0%	-8	2%	2	-10	-2%	0.1%	-6	-6%
> CCOC(=O)c1[nH]c2ccccc2c1NC(=O)C(C)(C)C
 : -24%	9%	2%	4	-2%	1	-6	-14%	0.3%	26	-18%
> Cn1c(-c2cccc([N+](=O)[O-])c2)cnc1NCc1ccc(C#N)cc1
 : -7%	4%	-3%	/	-2%	0	3	5%	-0.1%	-5	-9%
> CCCn1nc(C(=O)NNC(=O)c2cc(S(=O)(=O)NC)ccc2Br)c2ccccc2c1=O
 : /	-2%	/	4	0%	/	?	6%	-1.6%	26	11%

Bioassay records as filed in PubChem BioAssay.
